TIM10 inh = TIM10 yeast growth inhibition | S. cerevisiae TIM10 strain growth, BacTiter-Glo luminescence, 24 h | inhibition, % at 10 µM | actives 1.4% (n = 330,000) | AID 463195;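 active = inhibition of 40% or more at the single tested concentration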;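 note: wild-type TIM10 isogenic control strain grown at permissive 25 °C; 0% = DMSO yeast wells and 100% = minimal medium wells without yeast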
mIAP block = mouse IAP inhibition | inhibition, % at 10 µM | purified mouse IAP, CDP-Star luminescence, 30 min | AID 2806 | actives 0.2% (n = 330,000);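 active = inhibition of at least 40% at 10 µM in the primary screen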;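 note: plate controls were DMSO with enzyme for no effect and no enzyme wells for full effect; values of inactives mirror those of a sister screen read the other way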
mIAP activ = increases mouse intestinal alkaline phosphatase activity. muIAP, CDP-Star luminescence, 30 min; hits give high values; 1 = vehicle-only enzyme signal, 0 = enzyme-free wells. activation factor at 10 µM. actives 0.24% (n = 330,000);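 active = activation factor of at least 2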; note: the source names both 10 and 20 µM as test concentration; values of inactives mirror those of a sister screen read the other way
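also added = chemiluminescent substrate CDP-Star | test system = mouse IAP enzyme | signal = chemiluminescence readout | compound = DMSO-dissolved test compounds | incubation = 30 min at room temperature | benchmarks = DMSO wells, no-enzyme wells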
NLRP3 yeast inh = blocks the NALP3 inflammasome reconstituted in yeast; AID 2825; actives 0.39% (n = 330,000); inhibition, % at 10 µM; Yeast reconstituted NLRP3/ASC/caspase-1, beta-gal luminescence, 24 h;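 active = inhibition of 50% or more; inactive = inhibition below 50%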;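 note: plate controls were induced DMSO wells for no effect and uninduced yeast grown without galactose for full effect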
hIAP inh = blocks human intestinal alkaline phosphatase; P09923; purified IAP, CDP-Star luminescence, 30 min; inhibition, % at 10 µM; actives 0.12% (n = 330,000); AID 2544;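 active = inhibition reaching a set limit with compound at 10 µM in the primary screen, cut at about 35% in these data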;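 note: plate controls were DMSO wells with enzyme for no effect and no-enzyme buffer wells for full effect; values of inactives mirror those of a sister screen read the other way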
A3G deaminase = APOBEC3G (human) deaminase inhibition. recombinant A3G, ssDNA deamination FAM/TAMRA fluorescence. inhibition, % at 20 µM. actives 0.28% (n = 330,000);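 active = inhibition of at least 40% at 20 µM, with no more than 30% in the related APOBEC3A deaminase screen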;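 note: plate controls were DMSO wells with A3G for no effect and wells lacking A3G enzyme for full effect; some compounds called inactive have numbers as strong as hits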
Target sequence (Q9HC16 whole entry, looked up): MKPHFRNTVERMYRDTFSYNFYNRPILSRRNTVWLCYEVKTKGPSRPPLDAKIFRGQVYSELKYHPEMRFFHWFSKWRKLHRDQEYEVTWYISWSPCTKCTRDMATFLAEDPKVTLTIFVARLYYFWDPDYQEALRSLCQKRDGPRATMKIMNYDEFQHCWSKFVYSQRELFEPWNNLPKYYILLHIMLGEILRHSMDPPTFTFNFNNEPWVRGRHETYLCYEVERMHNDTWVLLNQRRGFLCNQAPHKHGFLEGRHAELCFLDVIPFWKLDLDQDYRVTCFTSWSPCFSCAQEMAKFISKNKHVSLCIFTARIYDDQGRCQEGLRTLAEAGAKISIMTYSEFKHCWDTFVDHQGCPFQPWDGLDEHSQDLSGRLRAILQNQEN
MIN6 prolif = induces beta-cell replication in MIN6 cells; MIN6 cells proliferation, ATPlite luminescence, 48 h; cells starved in 0.2% serum; 100% = growth in 10% serum; proliferation, % at 10 µM; actives 0.29% (n = 330,000); AID 2380;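 active = compounds whose signal lies at least 3.5 SD above the mean of all wells on their plate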;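 note: 0% = DMSO-treated cells in low-serum medium and 100% = 10% serum control; some compounds called inactive have numbers as strong as hits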
A3A deaminase = inhibitors of human APOBEC3A DNA deaminase | recombinant A3A, FAM/TAMRA ssDNA deamination fluorescence | inhibition, % at 20 µM | actives 0.41% (n = 330,000);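 active = at least 40% inhibition at 20 µM here, with at most 30% in a related deaminase screen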;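 note: plate controls were A3A with DMSO for no effect and wells lacking A3A enzyme for full effect; some results filed as inactive read as strong as hits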
Target sequence (P31941 whole entry, looked up): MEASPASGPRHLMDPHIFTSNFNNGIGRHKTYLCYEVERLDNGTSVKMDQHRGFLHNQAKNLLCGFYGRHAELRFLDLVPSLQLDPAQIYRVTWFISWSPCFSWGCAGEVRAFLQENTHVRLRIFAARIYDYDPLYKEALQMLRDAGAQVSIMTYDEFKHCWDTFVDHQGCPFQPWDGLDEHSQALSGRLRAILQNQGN
tim10-1 inh = inhibits growth of tim10-1 mutant yeast; S. cerevisiae tim10-1 ts strain growth, BacTiter-Glo, 24 h; inhibition, % at 20 µM; actives 2.2% (n = 330,000);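 active = inhibition of at least 40%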;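 note: mutant grown at 25 °C; 0% = DMSO wells with yeast and 100% = wells holding no yeast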
Starred values were filed as active, the others as inactive.

Value order: mIAP activ, TIM10 inh, A3G deaminase, mIAP block, hIAP inh, tim10-1 inh, A3A deaminase, NLRP3 yeast inh, MIN6 prolif
COc1cc(C(F)(F)F)nc2c(Br)c(C(C)(C)C)nn12
→ 1, 13, -4, -1, -18, 29, -5, 16, 2
CC(NC(=O)NC12CC3CC(CC(C3)C1)C2)c1ccc2c(c1)OCO2 (stereo not drawn)
→ 1.9, 18, -5, -95, -15, 21, -2, 5, 2
CCN(Cc1ccccc1)Cc1ccc(OCc2ccccc2)c(OC)c1
→ 0.92, -8, 2, 8, -12, 5, 0, 16, -3
Cc1ccc(S(=O)(=O)NC(=O)N2CCCN(Cc3ccc(F)cc3)CC2)cc1
→ 0.98, -13, -3, 2, 0, -7, 1, 17, -1
C=CC[C@@H](CC(=O)N[C@@H](CO)Cc1ccccc1)C(=O)N[C@@H](COC(=O)[C@H](CC=C)CC(=O)OC(C)(C)C)Cc1c[nH]c2ccccc12
→ 1, -2, -6, 0, -18, -2, 0, 16, -5
CCn1c(C)c(C(C)=O)c(SC)nc1=S
→ 1, 4, 0, -3, -3, 13, -5, 1, -1
Cc1cc(Cl)ccc1NC(=O)COC(=O)c1nc2nccc(C)n2n1
→ 1.1, 13, -2, -8, 4, 5, 1, 5, -3
CCN(CC)S(=O)(=O)c1ccc(C)c(NC(=O)COc2ccc3c(C)cc(=O)oc3c2)c1
→ 0.87, -1, -2, 13, -1, 11, -1, 13, 0
COc1ccccc1N1CCN(Cc2nc3ccsc3c(=O)[nH]2)CC1
→ 1, -2, -10, 0, 10, 14, -3, 18, -1
CCOc1ccc(NC(=O)CN(C)C(=O)CCNC(=O)c2ccccc2Cl)cc1OCC
→ 0.97, 3, -9, 3, 2, -23, 4, 14, -1
CC(C)CCNC(=O)CCn1nc(-c2ccccc2)ccc1=O
→ 0.97, -17, -8, 3, -5, -6, 1, -6, -2
COc1cc(OC)c(NC(=O)CCNC(=O)Cn2ccc3ccccc3c2=O)cc1Cl
→ 1, 7, -4, -1, -3, 8, -1, -6, -3
COc1cccc(-n2c(SCC(=O)Nc3cc(C)on3)nc3ccccc3c2=O)c1
→ 1, 20, -2, -3, -1, 26, 2, 17, -2
CCCCCCCC(=O)N/N=C/c1cccnc1
→ 1, -8, -2, -1, 10, 3, -4, 35, -1
Cc1ccc(NC(=O)C2CCCN2C(=O)Oc2ccccc2)cc1 (stereo not drawn)
→ 1, -1, -9, -4, 5, 9, -5, 10, 0
CC(=O)N1CCOc2ccc(S(=O)(=O)Nc3cccc(C)c3)cc21
→ 1, -3, -6, -3, -7, 8, -3, 8, 0
CC(C)(C)n1cnc2cc(NCc3ccc(Br)cc3)ccc21
→ 0.99, 53*, -8, 1, -21, 25, -5, 42, -5
CCc1ccc(NC(=O)CSc2nc(=O)n(CCCN3CCOCC3)c3c2CCCC3)cc1
→ 0.9, 17, 3, 10, 5, -3, 4, 16, 3
CCOC(=O)c1c(-c2ccccc2)csc1N1C(=O)Nc2ccccc2N1O
→ 0.93, 2, -4, 7, -1, 17, 0, -3, -3
Cc1cccc(NS(=O)(=O)c2cc(C(=O)N3CCCC3)ccc2Cl)c1
→ 0.99, 1, -6, 1, -7, 5, -2, 2, 0

Filtered by structure: the entries above with a Cl atom.
Value order: mIAP activ, TIM10 inh, A3G deaminase, mIAP block, hIAP inh, tim10-1 inh, A3A deaminase, NLRP3 yeast inh, MIN6 prolif
Cc1cc(Cl)ccc1NC(=O)COC(=O)c1nc2nccc(C)n2n1
→ 1.1, 13, -2, -8, 4, 5, 1, 5, -3
CCOc1ccc(NC(=O)CN(C)C(=O)CCNC(=O)c2ccccc2Cl)cc1OCC
→ 0.97, 3, -9, 3, 2, -23, 4, 14, -1
COc1cc(OC)c(NC(=O)CCNC(=O)Cn2ccc3ccccc3c2=O)cc1Cl
→ 1, 7, -4, -1, -3, 8, -1, -6, -3
Cc1cccc(NS(=O)(=O)c2cc(C(=O)N3CCCC3)ccc2Cl)c1
→ 0.99, 1, -6, 1, -7, 5, -2, 2, 0

Returning to the listing, repeating the two entries before the break.
Value order: mIAP activ, TIM10 inh, A3G deaminase, mIAP block, hIAP inh, tim10-1 inh, A3A deaminase, NLRP3 yeast inh, MIN6 prolif
CCOC(=O)c1c(-c2ccccc2)csc1N1C(=O)Nc2ccccc2N1O
→ 0.93, 2, -4, 7, -1, 17, 0, -3, -3
Cc1cccc(NS(=O)(=O)c2cc(C(=O)N3CCCC3)ccc2Cl)c1
→ 0.99, 1, -6, 1, -7, 5, -2, 2, 0
O=C(CN1CCc2ccccc2C1)Nc1ccccc1Cl
→ 0.94, -16, -6, 6, -16, -12, -1, 10, -3
COc1ccc(C(=O)/C=C/c2cc(OC)c(O)c(OC)c2)c(F)c1
→ 0.82, 17, -1, 18, 1, 37, 0, -7, 0
CCOC(=O)C(C)N(c1ccccc1Cl)S(C)(=O)=O (stereo not drawn)
→ 0.96, -6, -8, 4, 1, 3, -1, -2, 2
O=C(Nc1ccnn1C1CCN(C(=O)c2ccc(C(F)(F)F)cc2)CC1)C1CC1
→ 1.1, 7, 0, -14, -32, -1, -1, 10, 2
COc1cccc(N2CCN(c3ccc([N+](=O)[O-])cn3)CC2)c1
→ 0.94, -1, -2, 6, 29, -1, 0, 12, 1
COc1cccc(NC(=O)C(C)C)c1
→ 0.96, 7, -4, 4, -6, 13, -3, 14, 1
CCC(NC(=O)c1ccccc1O)c1ccccc1 (stereo not drawn)
→ 1.1, -3, -5, -8, -12, 35, -4, -17, -1
COc1ccc(OCCCCOc2ccccc2Cl)cc1
→ 1, 12, -4, -4, -9, 4, -2, 15, -3
CCCCOc1ccc(OCCNC(=O)c2ccco2)cc1
→ 1.1, -8, 5, -10, 2, 18, 3, 42, -2
CCC(=O)Nc1cccc(NC(=O)CSc2nnnn2C)c1
→ 0.96, 9, -6, 4, 6, 1, -5, 5, 2
Cc1onc(-c2ccccc2)c1NC(=O)N(CCC#N)Cc1ccccc1
→ 1, 2, 0, -1, -6, 5, 2, -14, -4
COc1ccc(/C=C2\SC(=O)N(CCc3nnc(N)s3)C2=O)cc1
→ 0.98, 9, -11, 2, -5, 9, 0, 14, -2
Cn1c(=O)n(C)c2cc(NC(=O)CSc3nnc(-c4ccccc4O)n3-c3ccccc3)ccc21
→ 1, 14, -7, -2, 9, -13, -4, 19, 1
O=S(=O)(Nc1cccc(S(=O)(=O)N2CCCCCC2)c1)c1ccccc1
→ 0.98, 16, -7, 2, 3, 16, -5, -11, 4
O=C(NCC1OCCc2ccccc21)c1cc(COc2ccc(F)cc2Cl)on1 (stereo not drawn)
→ 0.92, 4, -1, 8, 13, 25, 0, 11, -2
O=C(Nc1ccccc1Cc1ccccc1)c1ccc2c(c1)SC1=NS(=O)(=O)CCN12
→ 0.98, -2, -2, 2, -7, 11, -1, 8, 1
COc1ccc(N(CC(=O)Nc2ccc(C)c(F)c2)S(=O)(=O)c2c(C)noc2C)cc1
→ 1.3, 14, -6, -31, 16, 12, -4, -3, -1
CCOc1cc(C=O)ccc1OS(=O)(=O)c1ccc(NC(C)=O)cc1
→ 0.97, 19, -2, 3, -4, 21, 3, 1, -3
Cc1ccc(S(=O)(=O)N/N=C/c2c(C)nn(-c3ccccc3)c2C)cc1
→ 0.96, 8, -3, 4, 6, 16, 1, 22, -2
Cc1ccc(Cl)cc1N1CCN(S(=O)(=O)c2c(C)[nH]c(=O)[nH]c2=O)CC1
→ 1, -11, -7, -2, 6, 8, -2, -10, -1

4 compounds from above with just A3G deaminase:
Structure	A3G deaminase
CCCCOc1ccc(OCCNC(=O)c2ccco2)cc1	5
CCC(=O)Nc1cccc(NC(=O)CSc2nnnn2C)c1	-6
Cc1onc(-c2ccccc2)c1NC(=O)N(CCC#N)Cc1ccccc1	0
COc1ccc(/C=C2\SC(=O)N(CCc3nnc(N)s3)C2=O)cc1	-11

(further entries)
Value order: mIAP activ, TIM10 inh, A3G deaminase, mIAP block, hIAP inh, tim10-1 inh, A3A deaminase, NLRP3 yeast inh, MIN6 prolif
COc1ccccc1NC(=O)NNC(=O)c1ccc2c(c1)NC(=O)C(C)(C)O2
→ 1, 9, -11, -1, -2, -18, -2, -3, 4
O=C(COC(=O)/C=C/c1cccc(C(F)(F)F)c1)NC(=O)NCc1ccccc1
→ 0.96, -9, -10, 4, -15, -12, -2, 8, 1
N#CC(C#N)=Cc1cccn1-c1ccc(C(=O)O)cc1
→ 1, -3, 41, -2, 7, -4, 81, 10, 0
CCN(CCO)c1ncnc2onc(-c3ccc(F)cc3)c12
→ 1.1, 11, -2, -9, 6, 1, 3, 14, -3
O=C(CSc1nnc(CNC(=O)C23CC4CC(CC(C4)C2)C3)n1-c1ccc(F)cc1)Nc1ccccc1
→ 1.1, -2, -8, -14, -7, 16, -3, 6, 0
CCN(C(=O)CSc1ccccn1)C1CCCCC1
→ 1.1, 21, -8, -7, 4, 14, -5, 10, 0
C[C@]12CCC3C(CC[C@H]4CCCC[C@]34C)C1CC[C@@]2(O)CNCCO (stereo partly drawn)
→ 0.88, 3, -8, 12, 8, -1, -4, 20, -7
N#C/C(=C(\O)c1ccco1)c1ccccn1
→ 1, -33, -1, -4, -105, -24, -2, 24, 0
O=C(CSc1ccccc1C(=O)O)NCC1CCCCC1
→ 0.97, -12, -9, 3, 3, 0, -5, -4, -3
CC1CCCCC1NC(=O)CSc1nc2ccccc2[nH]1 (stereo not drawn)
→ 1, 12, -4, 0, 16, -1, -1, 2, -2
Cc1ccc(C(=O)/C=C2\NCC(C)NC2=O)cc1 (stereo not drawn)
→ 1, 2, 6, -3, 9, 11, 1, -5, -5
Brc1ccccc1Cn1c(-c2cscn2)nc2ccccc21
→ 1.1, 23, 5, -7, 5, 12, 3, -33, -1
Cc1ccc(S(=O)(=O)CC(=O)c2cc(C)c(O)c(C)c2)cc1
→ 0.97, -5, -6, 3, 3, -2, -2, 1, 2
O=S1CCCSC1c1cccnc1 (stereo not drawn)
→ 0.95, -7, -5, 5, 21, 10, 4, -2, 1
COc1ccc(NC(=O)c2cccc3c2C(=O)N(C2CCCCC2)C3)cc1
→ 0.88, 24, -6, 12, -5, 21, -9, 15, -4
CC(=O)Nc1cc2nn(-c3ccccc3)nc2cc1Cl
→ 1, 18, -5, -3, 6, 21, -4, 21, -1
COc1ccc(NC2CCCN(C(=O)CCN3CCCO3)C2)cc1 (stereo not drawn)
→ 1, -3, -2, -2, 6, 5, -5, 18, 3
Cc1ccc(NC(=O)CN2C(=O)COc3ccc(S(=O)(=O)N4CCOCC4)cc32)cc1F
→ 1.1, -1, -6, -5, 11, -5, -2, 6, 1
CC[C@H](C)NC(=O)CCCCCn1c(=S)[nH]c2c([nH]c3ccc(OC)cc32)c1=O
→ 0.96, -3, -10, 4, -17, -17, -1, 5, 1
CCCCC(=O)N=c1sc2c(OC)ccc(OC)c2n1C
→ 1, 25, 1, -2, -5, 13, 1, 18, 0

Screens deposited in PubChem by Sanford-Burnham Center for Chemical Genomics.
